C diff growth – C. difficile growth inhibition. Clostridium difficile clinical isolate growth, OD600, 24 h; stronger effect = lower value. growth activity, negative = inhibition, % at 16 µg/mL (by protocol). hit rate 0.25% among 86,000. AID 1259249;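 active = mean growth activity at or below -80% and every replicate also at or below -80%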;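 note: 0% = DMSO wells and -100% = levofloxacin 16 µg/mL wells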
GASC1 inh – KDM4C (human) demethylase inhibition | hit rate 0.15% among 96,000 | GST-KDM4C 2-372, H3K9me3 peptide, LANCE TR-FRET | Q9H3R0 | inhibition, % at 12.5 µM;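 active = mean replicate inhibition above about 25%, with at least 55% of replicates also reaching it, limit read from the data, passing the limit was not always enough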
Target sequence (Q9H3R0 2-372 limits assumed): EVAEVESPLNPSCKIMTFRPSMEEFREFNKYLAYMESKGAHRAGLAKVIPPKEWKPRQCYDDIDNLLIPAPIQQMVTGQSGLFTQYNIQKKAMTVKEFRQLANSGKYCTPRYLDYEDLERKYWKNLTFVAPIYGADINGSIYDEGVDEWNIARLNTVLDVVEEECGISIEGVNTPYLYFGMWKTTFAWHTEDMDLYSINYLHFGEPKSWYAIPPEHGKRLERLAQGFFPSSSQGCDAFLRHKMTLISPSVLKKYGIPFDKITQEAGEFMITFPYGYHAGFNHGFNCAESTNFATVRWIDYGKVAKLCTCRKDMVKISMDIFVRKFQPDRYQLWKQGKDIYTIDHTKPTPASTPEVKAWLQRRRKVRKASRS
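System: N-terminal GST-fused human GASC-1 (KDM4C) fragment, residues 2-372 / Amount: 10 nM GST-KDM4C in enzyme reaction / Also added: H3K9me3 peptide with Fe(II)/2OG / Times: 30 min demethylation and 1 h detection at room temperature / Signal: LANCE TR-FRET / Read-out basis: Fall in 671/618 emission ratio as inhibition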
Tcruzi prolif – T. cruzi proliferation inhibition | hit rate 5.9% among 77,000 | inhibition, % at 8.34 µM | T. cruzi beta-gal in NIH3T3, GalScreen luminescence, 90 h;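 active = mean inhibition above about 93%, with at least 55% of replicates each passing it, limit read from the data, passing the limit was not always enough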
Pf Dd2 growth – blocks growth of Plasmodium falciparum Dd2 parasites; P. falciparum Dd2 growth, SYBR Green, 72 h; stronger effect = lower value; activity change, % at 10 µM; hit rate 2.3% among 94,000; AID 1159554; in the data active = activity change below about -80%
The depositor's hits bear a star; / = not tested or not shown.

mol | Tcruzi prolif | GASC1 inh | Pf Dd2 growth | C diff growth
Cc1noc(C)c1NC(=O)Nc1ccc2c(c1)C(=O)N([C@@H](C)CO)C[C@H](C)[C@@H](CN(C)C(=O)Nc1ccc(C(F)(F)F)cc1)OCCCC[C@H](C)O2 | 31 | -0.8 | -76 | -5
COc1cccc(-c2cnc3c(c2)C(=O)N([C@@H](C)CO)C[C@@H](C)[C@H](CN(C)Cc2cccnc2)O3)c1 | 12 | 4.3 | 10 | -1
C[C@@H]1CN([C@@H](C)CO)C(=O)c2cc(NC(=O)Nc3ccc4c(c3)OCO4)ccc2O[C@@H]1CN(C)C(=O)Nc1ccc2c(c1)OCO2 | -12 | 3.7 | -37 | -9
COc1ccc2c3c([nH]c2c1)[C@H](CO)N(C(=O)Nc1cccc(F)c1)CC31CN(S(=O)(=O)c2ccccc2)C1 | / | -0.5 | -51 | 30
O=C(C[C@@H]1C=C[C@H](NC(=O)CC2CC2)[C@@H](CO)O1)NCc1ccc(Cl)cc1 | 23 | 0.4 | 9 | 0
Cc1noc(C)c1NC(=O)Nc1cccc2c1O[C@H](CN(C)Cc1ccc(C(=O)Nc3ccccc3N)cc1)[C@H](C)CN([C@H](C)CO)C2=O | / | -0.6 | -17 | -1
C[C@@H]1CN([C@H](C)CO)C(=O)c2cc(NC(=O)Nc3ccc4c(c3)OCO4)ccc2O[C@H]1CN(C)Cc1ccc(Oc2ccccc2)cc1 | -77 | 0.5 | 15 | 0
CN1CCCCN2[C@H](CO)[C@H](c3ccc(-c4cccnc4)cc3)[C@H]2C1 | 88 | -0.1 | 1 | -8
Cc1noc(C)c1NC(=O)Nc1ccc2c(c1)CC(=O)N([C@@H](C)CO)C[C@@H](C)[C@H](CN(C)S(=O)(=O)c1ccc(F)cc1)O2 | -8 | 0.1 | 11 | -6
CO[C@H]1CN(C)C(=O)c2cc(NC(=O)Nc3ccccc3Cl)ccc2OC[C@@H](C)NC[C@H]1C | 26 | -0.7 | 3 | /
CCCc1cn(CC[C@@H]2CC[C@@H](NS(=O)(=O)c3ccc(-c4ccccc4)cc3)[C@H](CO)O2)nn1 | 59 | -1.6 | -93* | -2
CO[C@@H]1CN(C)C(=O)c2cc(NS(=O)(=O)c3cccc(Cl)c3)ccc2OC[C@H](C)NC[C@@H]1C | -19 | 9.2 | -2 | /
CO[C@@H]1CN(C)C(=O)c2cc(NC(=O)Nc3c(C)noc3C)ccc2OC[C@H](C)N(CCC(F)(F)F)C[C@H]1C | -16 | -0.6 | 12 | /
O=C(C[C@@H]1C[C@@H]2c3cc(NC(=O)NC4CCCC4)ccc3O[C@@H]2[C@@H](CO)O1)NCc1ccc(-c2ccccc2)cc1 | 53 | 0.8 | -25 | 4
CCOC(=O)N(C)C[C@@H]1OCc2ccccc2-c2ccccc2C(=O)N([C@@H](C)CO)C[C@@H]1C | -15 | 5.8 | 35 | /
C[C@@H]1CN([C@@H](C)CO)C(=O)c2cc(-c3ccncc3)cnc2O[C@H]1CN(C)Cc1ccc(Oc2ccccc2)cc1 | 94* | 1.7 | -61 | -1
O=C(NC1CCCC1)[C@H]1[C@H](CO)[C@H]2Cn3c(ccc(-c4cccnc4)c3=O)[C@@H]1N2CC1CC1 | 24 | -1.8 | 3 | 0
Cc1noc(C)c1NC(=O)N(C)C[C@@H]1Oc2ncc(C#Cc3ccccc3)cc2C(=O)N([C@H](C)CO)C[C@@H]1C | 61 | -1.9 | 7 | -3
O=C(C[C@H]1C[C@H]2c3cc(NC(=O)C4CCC4)ccc3O[C@H]2[C@H](CO)O1)NCc1ccccn1 | 4 | -0.1 | 31 | -2
COc1ccc2c3c([nH]c2c1)[C@@H](CO)N(C(=O)C1CCOCC1)CC31CN(S(C)(=O)=O)C1 | / | -0.4 | 4 | -5
Cc1ccc(S(=O)(=O)N(C)C[C@H]2OCCCC[C@H](C)Oc3ccc(NS(=O)(=O)c4c(C)noc4C)cc3C(=O)N([C@H](C)CO)C[C@@H]2C)cc1 | -44 | 0.9 | -36 | -8
Cc1noc(C)c1S(=O)(=O)N(C)C[C@@H]1OCCCC[C@@H](C)Oc2ccc(NC(=O)NC(C)C)cc2C(=O)N([C@@H](C)CO)C[C@@H]1C | 48 | 0.6 | 8 | 9
C[C@@H]1CN([C@@H](C)CO)S(=O)(=O)c2ccc(C3=CCCC3)cc2O[C@H]1CN(C)C(=O)C1CC1 | 31 | -0.7 | -51 | /
COc1ccc2c3c([nH]c2c1)[C@@H](CO)N(C(=O)C1CC1)CC31CCN(S(C)(=O)=O)CC1 | / | 1.4 | 25 | 5
C[C@@H]1CN([C@@H](C)CO)C(=O)Cc2cc(NS(=O)(=O)c3ccccc3)ccc2O[C@@H]1CN(C)Cc1ccncc1 | 36 | 1.1 | 8 | -3

6 of these compounds in another layout:
Results follow in this order: Tcruzi prolif, GASC1 inh, Pf Dd2 growth, C diff growth
- Cc1ccc(S(=O)(=O)N(C)C[C@H]2OCCCC[C@H](C)Oc3ccc(NS(=O)(=O)c4c(C)noc4C)cc3C(=O)N([C@H](C)CO)C[C@@H]2C)cc1
→ -44, 0.9, -36, -8
- O=C(C[C@H]1C[C@H]2c3cc(NC(=O)C4CCC4)ccc3O[C@H]2[C@H](CO)O1)NCc1ccccn1
→ 4, -0.1, 31, -2
- O=C(C[C@@H]1C=C[C@H](NC(=O)CC2CC2)[C@@H](CO)O1)NCc1ccc(Cl)cc1
→ 23, 0.4, 9, 0
- CO[C@@H]1CN(C)C(=O)c2cc(NS(=O)(=O)c3cccc(Cl)c3)ccc2OC[C@H](C)NC[C@@H]1C
→ -19, 9.2, -2, /
- C[C@@H]1CN([C@@H](C)CO)C(=O)Cc2cc(NS(=O)(=O)c3ccccc3)ccc2O[C@@H]1CN(C)Cc1ccncc1
→ 36, 1.1, 8, -3
- Cc1noc(C)c1NC(=O)Nc1ccc2c(c1)CC(=O)N([C@@H](C)CO)C[C@@H](C)[C@H](CN(C)S(=O)(=O)c1ccc(F)cc1)O2
→ -8, 0.1, 11, -6

Continuation:
mol | Tcruzi prolif | GASC1 inh | Pf Dd2 growth | C diff growth
C[C@@H]1CN([C@@H](C)CO)C(=O)c2cc(NC(=O)Nc3ccc4c(c3)OCO4)ccc2O[C@@H](C)CCCCO[C@@H]1CN(C)C | 26 | 2.0 | / | -2
C[C@@H]1CN([C@@H](C)CO)C(=O)c2cccc(NC(=O)Nc3ccc(F)cc3)c2O[C@@H]1CN(C)Cc1ccc(Cl)c(Cl)c1 | 29 | 4.2 | -45 | /
Cc1noc(C)c1S(=O)(=O)N(C)C[C@@H]1Oc2ccc(NS(C)(=O)=O)cc2C(=O)N([C@@H](C)CO)C[C@@H]1C | 75 | 0.3 | 51 | /
C[C@H](CO)N1C[C@H](C)[C@@H](CN(C)Cc2ccc3c(c2)OCO3)Oc2c(NC(=O)c3cnccn3)cccc2C1=O | 35 | 0.2 | -10 | 2
Cc1ccc(-c2ccc3c(c2)O[C@H](CN(C)C(=O)Nc2ccc(F)cc2)[C@@H](C)CN([C@H](C)CO)S3(=O)=O)cc1 | 16 | 1.7 | 9 | 2
CN(C)C(=O)C[C@H]1CC[C@H]2[C@@H](COC[C@@H](O)CN2CC2CCOCC2)O1 | -20 | -0.7 | 8 | /
C[C@@H]1CN([C@H](C)CO)S(=O)(=O)c2ccc(C#C[C@@H](C)O)cc2O[C@H]1CN(C)C(=O)C1CC1 | 3 | 1.3 | 7 | /
COCC#Cc1ccc(CC[C@H]2O[C@H]3CC[C@@H](CO)O[C@H]3C[C@@H]2n2cc(C3CC3)nn2)cc1 | / | / | -89* | 5
C[C@@H]1CCCCO[C@@H](CN(C)Cc2ccncc2)[C@@H](C)CN([C@H](C)CO)C(=O)c2cc(NC(=O)NC3CCCCC3)ccc2O1 | -10 | -1.2 | / | 6
O=C(NCC(F)(F)F)[C@H]1[C@H](CO)[C@H]2Cn3c(cccc3=O)[C@H]2N1C(=O)C1CCCC1 | 49 | 2.6 | -8 | 0
COc1ccc(-c2ccc([C@@H]3[C@@H](CO)N4CCCCN(CC5CCOCC5)C[C@H]34)cc2)cc1 | 31 | -0.3 | -25 | -4
C[C@@H]1CN([C@H](C)CO)C(=O)c2cccc(NS(=O)(=O)c3ccc(Cl)cc3)c2O[C@@H]1CN(C)C(=O)NC1CCCCC1 | 46 | 6.5 | -6 | -6
C[C@@H]1CN([C@@H](C)CO)C(=O)c2cc(-c3ccc(F)cc3)cnc2O[C@H]1CN(C)C(=O)CN(C)C | 38 | 2.1 | 1 | -3
C[C@@H]1CN([C@@H](C)CO)C(=O)c2cc(C#Cc3cccc(F)c3)cnc2O[C@H]1CN(C)Cc1ccccn1 | 91 | 3.8 | -23 | -9
C[C@@H]1CN([C@H](C)CO)C(=O)CCCn2cc(nn2)CO[C@@H]1CN(C)C(=O)Nc1ccc(C(C)(C)C)cc1 | 122* | -0.3 | 1 | -2
C[C@@H]1CN([C@@H](C)CO)C(=O)c2cc(NS(=O)(=O)c3ccccc3)ccc2O[C@@H]1CN(C)Cc1ccc(Oc2ccccc2)cc1 | 86 | -0.8 | 10 | 41
C[C@@H]1CN([C@H](C)CO)C(=O)c2cc(NS(=O)(=O)c3ccc(F)cc3)ccc2O[C@@H]1CN(C)C(=O)Nc1ccc(F)cc1 | -13 | 0.2 | 6 | -6
CCC(=O)N(C)C[C@@H]1Oc2cc(-c3ccc(OC)cc3)ccc2S(=O)(=O)N([C@H](C)CO)C[C@@H]1C | / | 3.1 | -74 | 2
C[C@H](CO)N1C[C@H](C)[C@H](CN(C)S(=O)(=O)c2ccc(F)cc2)OCCCC[C@H](C)Oc2ccc(NC(=O)Nc3ccc(C(F)(F)F)cc3)cc2C1=O | 93 | 1.0 | -31 | /
COc1cccc(NC(=O)N2C[C@@H](O)COC[C@@H]3O[C@@H](CC(=O)NC4CCCC4)CC[C@H]32)c1 | 8 | 0.7 | -3 | /
C[C@H](NC(=O)C[C@H]1CC[C@H](NC(=O)C2CCC2)[C@H](CO)O1)c1ccccc1 | -32 | -0.8 | 7 | /
O=C(N[C@H]1CC[C@@H](CC(=O)N2CCc3ccccc3C2)O[C@@H]1CO)C1CCOCC1 | -37 | 3.1 | 1 | /
O=C(NC[C@H]1N[C@H](CO)[C@H]1c1ccc(-c2ccccc2F)cc1)c1ccccn1 | -5 | -2.1 | -28 | 4
C/C=C/c1cnc2c(c1)C(=O)N([C@@H](C)CO)C[C@@H](C)[C@H](CN(C)C(=O)NCCC)O2 | 73 | 12 | 34 | 5
CO[C@@H]1CN(C)C(=O)c2ccc(NC(=O)Cc3ccccc3)cc2OC[C@@H](C)N(CCc2ccccc2)C[C@H]1C | 99* | 0.2 | -61 | /

Continued:
mol | Tcruzi prolif | GASC1 inh | Pf Dd2 growth | C diff growth
C[C@@H]1CN([C@H](C)CO)C(=O)Cc2cc(NS(=O)(=O)c3cn(C)cn3)ccc2O[C@H]1CN(C)CC1CC1 | -3 | -0.3 | -11 | 0
C[C@@H](NC(=O)C[C@H]1C[C@@H]2c3cc(NC(=O)CN(C)C)ccc3O[C@@H]2[C@@H](CO)O1)c1ccccc1 | 13 | -1.0 | -13 | 4
COc1ccc(NC(=O)Nc2ccc3c(c2)C(=O)N([C@@H](C)CO)C[C@@H](C)[C@@H](CN(C)S(=O)(=O)c2ccc(F)cc2)OCCCC[C@H](C)O3)cc1 | 37 | -0.5 | -27 | 10
C[C@@H]1CN([C@@H](C)CO)C(=O)Cc2cc(NC(=O)Nc3ccccc3)ccc2O[C@@H]1CN(C)C(=O)Nc1ccc(C(F)(F)F)cc1 | 23 | -1.2 | -6 | 14
COc1cccc(-c2ccc3c(c2)[C@H]2[C@H](CCN2C(=O)c2ccc(F)cc2)[C@@H](CO)N3C)c1 | 92 | -2.9 | -11 | -2
C[C@@H]1CN([C@@H](C)CO)C(=O)c2cc(NC(=O)C3CC3)ccc2O[C@@H]1CN(C)C(=O)Nc1cccc2ccccc12 | -1 | 0.7 | -19 | -3
COc1ccccc1NC(=O)N(C)C[C@H]1OCc2ccccc2-c2ccccc2C(=O)N([C@H](C)CO)C[C@H]1C | 55 | 0.8 | 23 | -1
O=C(C[C@H]1CC[C@@H](NS(=O)(=O)c2ccc(F)cc2)[C@@H](CO)O1)NCc1ccncn1 | -23 | 1.8 | 9 | -2
CC(=O)N1[C@@H]2Cn3c(ccc(C4=CCCC4)c3=O)[C@H]1[C@@H](C(=O)N[C@@H](C)c1ccccc1)[C@@H]2CO | 90 | 2.0 | 18 | -2
O=C(Nc1ccc2c(c1)[C@H]1C[C@H](CC(=O)N3CCc4ccccc4C3)O[C@H](CO)[C@H]1O2)Nc1ccccc1F | / | -1.9 | -62 | -3
CC(C)NC(=O)N1C[C@H]2[C@@H](c3ccccc31)[C@@H](CO)N2Cc1ccccn1 | 24 | 6.7 | -10 | 12
C[C@H]1CN([C@@H](C)CO)C(=O)Cc2cc(NS(=O)(=O)c3cccs3)ccc2O[C@H]1CN(C)S(=O)(=O)c1ccc(F)cc1 | / | -1.7 | -26 | 23

An unsorted share of the library; about 6.7% have a hit in one of these screens.
